Rab9 promoter act: activators of Rab9 promoter; Huh7 Rab9 promoter-luciferase reporter, luminescence, 24 h; Potency, µM (doses to about 9.22 µM), for inactives: top-dose activation, negative = inhibition, actives largely listed as activators; 320,000 tested, 2.8% active; note: potency is the fitted concentration of half-maximal effect; % of control where 0% means no effect; nearly all actives have a fitted effect of over 60% in size
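Huh7 reporter line, Rab9 promoter upstream of luciferase. Compound exposure 24 h at 37 °C in reduced-serum medium with 10% FBS. Read-out: luminescence.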
ELG1 genotoxic: inducers of genotoxicity in HEK293T ELG1-luciferase cells. 330,000 tested, 1.3% active. AID 504466. Potency, µM (titrated, usually from 46 µM), inactives show at the top dose activity change, positive = activation, hits mostly activators. HEK293T ELG1-luciferase reporter, luminescence, 16 h; note: potency is the fitted concentration of half-maximal effect; % of control where 0% means no effect; nearly all actives have a fitted effect of over 60% in size
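Reporter readout depends on ELG1 protein level, which increases with genetic stress. After 16 hr compound exposure at 37 °C, luciferase activity was quantified using ONE-Glo.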
FLuc counter: firefly luciferase modulation, counter-screen for miR-21 project; purified FLuc, Km substrates, luminescence inhibition; 360,000 tested, 6.9% active; AID 588342; P08659; Potency, µM (series often up to 57.5 µM), without a hit: at the top dose activity change, negative = inhibition, actives largely listed as inhibitors;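 note: potency is the fitted concentration of half-maximal effect; plate controls were vehicle for no effect and reference inhibitor for full effect; nearly all actives have a fitted effect of over 55% in size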
Target sequence (P08659 whole entry, looked up): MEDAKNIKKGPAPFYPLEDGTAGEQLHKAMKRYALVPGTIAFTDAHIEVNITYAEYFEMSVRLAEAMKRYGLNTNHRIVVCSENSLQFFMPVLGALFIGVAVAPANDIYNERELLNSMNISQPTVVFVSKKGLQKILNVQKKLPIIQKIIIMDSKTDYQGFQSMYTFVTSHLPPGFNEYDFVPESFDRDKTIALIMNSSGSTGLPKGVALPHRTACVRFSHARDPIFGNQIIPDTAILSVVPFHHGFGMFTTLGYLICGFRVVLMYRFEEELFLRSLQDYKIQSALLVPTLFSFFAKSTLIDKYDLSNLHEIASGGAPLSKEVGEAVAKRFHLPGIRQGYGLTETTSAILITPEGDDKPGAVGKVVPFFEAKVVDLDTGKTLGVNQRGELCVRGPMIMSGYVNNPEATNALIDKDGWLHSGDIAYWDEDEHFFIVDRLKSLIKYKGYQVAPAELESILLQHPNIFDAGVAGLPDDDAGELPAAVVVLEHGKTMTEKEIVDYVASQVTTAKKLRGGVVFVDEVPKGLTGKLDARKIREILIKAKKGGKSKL
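Purified P. pyralis luciferase, 10 nM final, with Km-level 10 uM D-luciferin and 10 uM ATP in 50 mM Tris acetate pH 7.5, 10 mM Mg acetate, 0.01% Tween-20, 0.05% BSA; 6-point qHTS titration about 60 µM downward; luminescence read.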
Giardia kill: Giardia lamblia killing. Giardia lamblia trophozoite viability. activity change, % at 7.66 µM, hits read low. 340,000 tested, 0.15% active. AID 540267; in the data active = activity change below about -80%; inconclusive = between about -30% and that limit;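 note: parasites exposed to compound for two days anaerobically before the ATP read; % is set by controls: 0 for no effect and ±100 for the full control effect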
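Trophozoite viability was measured as ATP-dependent luminescence, read 15-30 min after reagent addition. Before that, parasites at 100 cells/well were exposed to compounds for 48 h, anaerobically, at 37 deg C.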
Gal4-VP16 FLuc: inhibits Gal4-VP16 luciferase reporter, ROR gamma counter-screen | 310,000 tested, 3.5% active | Drosophila S2 Gal4-VP16 UAS-luciferase, luminescence, 20 h | Potency, µM (top dose mostly 53.6 µM), for inactives: top-dose activity, negative = inhibition, hits mostly inhibitors;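 note: Gal4-VP16 expression switched on by copper sulfate through the metallothionein promoter; potency is the fitted concentration of half-maximal effect; % is set by controls: 0 for no effect and ±100 for the full control effect; nearly all actives have a fitted effect of over 50% in size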
FBPA coupling cs: counter-screen for Giardia aldolase inhibitors: coupling enzyme system; 290,000 tested, 0.67% active; coupling enzyme system counterscreen, AmpLite Red fluorescence; AID 2472; activity change, negative = inhibition, % at 58.2 µM, hits read low; in the data active = activity change below about -30%; note: % is set by controls: 0 for no effect and ±100 for the full control effect
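Compounds tested against the coupling enzymes alone at 57.5 uM final; readout was AmpLite Red fluorescence (525/598 nm) after 20 min at RT.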
KCNH2 3.1 inh: blocks the human KCNH2 3.1 channel isoform; U2OS KCNH2 3.1, thallium flux FluxOr; active compounds read low; activity change, % (tested at about 1.8 µM); 340,000 tested, 0.95% active;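 active = maximum activity change below -70%; inconclusive = maximum activity change from -70% to -50%; inactive = maximum activity change above -50%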;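 note: thallium influx rate constant from kinetic fluorescence after stimulation buffer; % is set by controls: 0 for no effect and ±100 for the full control effect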
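Thallium flux read-out: FluxOr dye with Red40 quencher in HBSS/HEPES, 45 min at RT. Rate constants from kinetic reads were normalized to positive and negative DMSO controls. Cells: U2OS virally expressing the 3.1 isoform.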
Tb PFK inh: T. brucei PFK enzyme inhibition; Potency, µM (doses to about 57.5 µM), for inactives: top-dose activity, negative = inhibition, most hits filed as inhibitors; AID 485367; 330,000 tested, 0.17% active; T. brucei PFK, ADP-Glo luminescence;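 note: potency is the fitted concentration of half-maximal effect; 0% = uninhibited 1x PFK enzyme wells and -100% = no-enzyme wells; nearly all actives have a fitted effect of over 60% in size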
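ADP-Glo luminescence quantified ADP after 45 min at room temperature, with 1.25 nM T. brucei PFK, 0.1 mM ATP and 0.5 mM fructose-6-phosphate in pH 8.0 TEA buffer. qHTS titrations up to 57 µM; curves classified by quality.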
uPA generation: blocks generation of uPA at the cell surface. cell surface uPA generation assay, qHTS. Potency, µM (top dose mostly 38.3 µM), for inactives: at the top dose activity change, negative = inhibition, most hits filed as inhibitors. 330,000 tested, 0.31% active. AID 540303; active = well fitted inhibition curve with a large enough effect; inconclusive = small, poorly fitted or top-dose-only effect; inactive = no such curve, though single readings can be large or run the other way; tested in mouse RAW 264.7 cells; note: potency is the fitted concentration of half-maximal effect; % is set by controls: 0 for no effect and ±100 for the full control effect; nearly all actives have a fitted effect of over 55% in size
RORgamma inh: inhibitors of mouse ROR gamma transcriptional activity. P51450. Drosophila S2 Gal4-RORgamma UAS-luciferase reporter, 20 h. Potency, µM (series often up to 53.6 µM), inactives show at the highest dose activity change, negative = inhibition, hits mostly inhibitors. 310,000 tested, 5.4% active. AID 2551; note: potency is the fitted concentration of half-maximal effect; % is set by controls: 0 for no effect and ±100 for the full control effect; nearly all actives have a fitted effect of over 60% in size
Target sequence (P51450 whole entry, looked up, the tested form may be a part): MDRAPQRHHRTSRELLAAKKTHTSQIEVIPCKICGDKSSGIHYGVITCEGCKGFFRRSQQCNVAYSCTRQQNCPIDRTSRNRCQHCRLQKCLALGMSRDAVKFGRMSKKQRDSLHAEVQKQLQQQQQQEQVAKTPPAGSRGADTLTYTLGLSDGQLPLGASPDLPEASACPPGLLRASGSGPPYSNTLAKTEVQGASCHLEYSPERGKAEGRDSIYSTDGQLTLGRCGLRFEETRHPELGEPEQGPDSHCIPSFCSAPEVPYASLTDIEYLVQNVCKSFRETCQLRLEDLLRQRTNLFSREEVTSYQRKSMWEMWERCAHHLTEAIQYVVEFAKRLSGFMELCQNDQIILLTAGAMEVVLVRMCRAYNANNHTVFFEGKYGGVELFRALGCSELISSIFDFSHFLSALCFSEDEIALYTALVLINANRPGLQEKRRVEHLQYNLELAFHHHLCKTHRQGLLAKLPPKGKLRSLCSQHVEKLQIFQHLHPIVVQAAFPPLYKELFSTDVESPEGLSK
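A Gal4/UAS one-hybrid system in insect cells: metallothionein-promoter Gal4–ROR gamma fusion plus Photinus luciferase reporter. Copper sulfate 700 uM final, 20 hr ambient incubation, luminescent detection after 10 min with reagent.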
NPC1 promoter act: activates the NPC1 promoter. 320,000 tested, 2.4% active. Potency, µM (doses to about 9.22 µM), without a hit: at the top dose activation, usual class: activators. Huh7 NPC1 promoter luciferase reporter, 24 h;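 note: potency is the fitted concentration of half-maximal effect; % of control where 0% means no effect; nearly all actives have a fitted effect of over 60% in size; reporter is driven by a mutant NPC1 promoter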
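Huh7 reporter cells (NPC1 promoter driving luciferase) are dosed with compound for 24 h at 37 °C, 5% CO2; luciferase detection reagent is then added and luminescence measured after 10 min at ambient temperature.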
The depositor's hits bear a star. Unless noted, calls come from the whole dose curve; as a rule, active = well fitted curve in the direction sought with a large enough effect; inconclusive = small, poorly fitted or top-dose-only effect, or another doubt; inactive = no such curve, though single readings can be large; an effect the other way counts as inactive or inconclusive.

What do the screens show for `COc1ccc(N2CCN(Cc3nc4ccsc4c(=O)[nH]3)CC2)cc1`?
Rab9 promoter act: -2%; ELG1 genotoxic: -1%; FLuc counter: -2%; Giardia kill: -16; Gal4-VP16 FLuc: 2%; FBPA coupling cs: -1; KCNH2 3.1 inh: -4; Tb PFK inh: -4%; RORgamma inh: 14%; NPC1 promoter act: -4%

Results for COCCn1c(N)c(N(Cc2ccccc2)C(=O)CSCC(=O)Nc2ccc(OC)cc2)c(=O)[nH]c1=O ?
Rab9 promoter act: -2%; ELG1 genotoxic: -2%; FLuc counter: -2%; Giardia kill: 14; KCNH2 3.1 inh: -10; Tb PFK inh: -2%; uPA generation: 21%; NPC1 promoter act: -3%

How did CCn1c(SCC(=O)Nc2ccccc2-c2ccccc2)nnc1-c1ccoc1C do in these assays?
Rab9 promoter act: -4%; ELG1 genotoxic: -10%; FLuc counter: 7%; Giardia kill: -22; Gal4-VP16 FLuc: -6%; FBPA coupling cs: 3; KCNH2 3.1 inh: 6; Tb PFK inh: 1%; uPA generation: 7%; RORgamma inh: 8%; NPC1 promoter act: -6%

What do the screens show for `Cn1c(=O)c2c(nc(SCC(=O)Nc3ccccc3N3CCCCC3)n2C)n(C)c1=O`?
Rab9 promoter act: -4%; ELG1 genotoxic: 14%; FLuc counter: 0%; Giardia kill: 6; Gal4-VP16 FLuc: 0%; FBPA coupling cs: 1; KCNH2 3.1 inh: 9; Tb PFK inh: 0%; uPA generation: 0%; RORgamma inh: 13%; NPC1 promoter act: -3%

What do the screens show for `Cc1ccc(/C=N/NC(=S)NC2CCCCC2)o1`?
Rab9 promoter act: inconclusive; ELG1 genotoxic: 14%; FLuc counter: inconclusive; Giardia kill: 4; Gal4-VP16 FLuc: 2µM*; FBPA coupling cs: 5; KCNH2 3.1 inh: 8; Tb PFK inh: 1%; uPA generation: -6%; RORgamma inh: 0.25µM*; NPC1 promoter act: inconclusive

How did CCC(C)n1c(SCC(=O)/C(C#N)=C(\C)N)nc2ccccc2c1=O (stereo not given) do in these assays?
Rab9 promoter act: 2%; ELG1 genotoxic: 5%; FLuc counter: 1%; Giardia kill: 0; Gal4-VP16 FLuc: -4%; FBPA coupling cs: 0; KCNH2 3.1 inh: -7; Tb PFK inh: -2%; uPA generation: -3%; RORgamma inh: -34%; NPC1 promoter act: -6%

How did NC(=S)NNc1cccc(Cl)c1 do in these assays?
Rab9 promoter act: 0%; ELG1 genotoxic: -2%; FLuc counter: -2%; Giardia kill: -11; Gal4-VP16 FLuc: 16µM*; FBPA coupling cs: -5; KCNH2 3.1 inh: -82*; Tb PFK inh: inconclusive; uPA generation: -3%; RORgamma inh: 5.6µM*; NPC1 promoter act: -7%

Results for Cc1ccc(S(=O)(=O)N2C(=O)C(c3ccccc3)SC2=Nc2ccccc2)cc1 (stereo not given) ?
Rab9 promoter act: -5%; ELG1 genotoxic: 2%; FLuc counter: -2%; Giardia kill: 12; Gal4-VP16 FLuc: -10%; FBPA coupling cs: 4; KCNH2 3.1 inh: 15; Tb PFK inh: -5%; uPA generation: 4%; RORgamma inh: 16%; NPC1 promoter act: 0%

Results for CCc1nc2ccccc2n1CCC(=O)O ?
Rab9 promoter act: -7%; ELG1 genotoxic: 2%; FLuc counter: 1%; Giardia kill: 8; Gal4-VP16 FLuc: -8%; FBPA coupling cs: 3; KCNH2 3.1 inh: 6; Tb PFK inh: 0%; uPA generation: 2%; RORgamma inh: -17%; NPC1 promoter act: -2%

How did CC(=O)NCCNC(=O)c1ccc(Cn2c(=O)[nH]c3ccsc3c2=O)cc1 do in these assays?
Rab9 promoter act: 3%; ELG1 genotoxic: 1%; FLuc counter: 1%; Giardia kill: -7; Gal4-VP16 FLuc: -13%; FBPA coupling cs: 1; KCNH2 3.1 inh: 2; Tb PFK inh: -1%; uPA generation: 5%; RORgamma inh: 14%; NPC1 promoter act: -1%

Results for CC(=O)c1cn(CC(=O)Nc2ccccc2)c2ccccc12 ?
Rab9 promoter act: -19%; ELG1 genotoxic: 15%; FLuc counter: 6%; Giardia kill: 2; Gal4-VP16 FLuc: inconclusive; FBPA coupling cs: 2; KCNH2 3.1 inh: -8; Tb PFK inh: 1%; RORgamma inh: 32%; NPC1 promoter act: -7%

Results for COc1ccccc1OCC(=O)NCC(c1cccs1)N1CCOCC1 (stereo not given) ?
Rab9 promoter act: 23%; ELG1 genotoxic: -1%; FLuc counter: 3%; Giardia kill: -14; Gal4-VP16 FLuc: 9%; FBPA coupling cs: 2; KCNH2 3.1 inh: 4; Tb PFK inh: -1%; uPA generation: 11%; RORgamma inh: -1%; NPC1 promoter act: 2%

Results for CN1C(=O)/C(=C\c2ccco2)N=C1c1ccc(Cl)cc1Cl ?
Rab9 promoter act: -2%; ELG1 genotoxic: 4%; FLuc counter: 17µM*; Giardia kill: -1; Gal4-VP16 FLuc: inconclusive; FBPA coupling cs: 1; KCNH2 3.1 inh: -10; Tb PFK inh: -3%; uPA generation: -4%; RORgamma inh: 41%; NPC1 promoter act: -2%

Results for O=C(COC(=O)CC1CCCC1)Nc1cccc(F)c1 ?
Rab9 promoter act: -6%; ELG1 genotoxic: 3%; Giardia kill: -13; KCNH2 3.1 inh: -2; Tb PFK inh: -11%; uPA generation: 4%; NPC1 promoter act: -3%

How did CCOc1ccc(N2CC(C(=O)Nc3nnc(SCCOC)s3)CC2=O)cc1 (stereo not given) do in these assays?
Rab9 promoter act: 3%; ELG1 genotoxic: -3%; FLuc counter: 0%; Giardia kill: 8; Gal4-VP16 FLuc: -13%; FBPA coupling cs: 5; KCNH2 3.1 inh: -16; Tb PFK inh: -2%; uPA generation: -1%; RORgamma inh: -4%; NPC1 promoter act: -3%

How did CC(C)(C)[C@H]1COC(=O)[C@H](NC(=O)OCC2c3ccccc3-c3ccccc32)C/C=C\C[C@@H](CC(=O)N[C@@H](CO)Cc2ccccc2)C(=O)N1 do in these assays?
ELG1 genotoxic: -5%; Giardia kill: 10; KCNH2 3.1 inh: -10; Tb PFK inh: 1%; uPA generation: inconclusive

Results for Cc1nnc(SCC2=C(C(=O)O)N3C(=O)C(NC(=O)Cn4ncc(Cl)c4C)C3SC2)s1 (stereo not given) ?
Rab9 promoter act: -4%; ELG1 genotoxic: 0%; FLuc counter: -3%; Giardia kill: -8; Gal4-VP16 FLuc: -7%; FBPA coupling cs: -4; KCNH2 3.1 inh: -16; Tb PFK inh: -18%; uPA generation: -2%; RORgamma inh: 13%; NPC1 promoter act: -2%

Results for CCc1cccc(OCC(=O)Nc2ccc(S(=O)(=O)Nc3onc(C)c3C)cc2)c1 ?
Rab9 promoter act: -2%; ELG1 genotoxic: 0%; FLuc counter: -7%; Giardia kill: -6; Gal4-VP16 FLuc: -5%; FBPA coupling cs: 23; KCNH2 3.1 inh: 20; Tb PFK inh: -14%; uPA generation: 6%; RORgamma inh: -113%; NPC1 promoter act: 5%

What do the screens show for `Cc1ccc(S(=O)(=O)/N=c2\scc(C)n2C)cc1`?
Rab9 promoter act: 6%; ELG1 genotoxic: 2%; FLuc counter: -3%; Giardia kill: 18; KCNH2 3.1 inh: -28; Tb PFK inh: -3%; uPA generation: 11%; NPC1 promoter act: 5%

What do the screens show for `CC(C)N(C(=S)Nc1cccnc1)c1ccccc1`?
Rab9 promoter act: 1%; ELG1 genotoxic: 0%; FLuc counter: 0%; Giardia kill: -13; Gal4-VP16 FLuc: -1%; FBPA coupling cs: 0; KCNH2 3.1 inh: -5; Tb PFK inh: -8%; uPA generation: -6%; RORgamma inh: -3%; NPC1 promoter act: -1%

What do the screens show for `COC(=O)/C(=C\C(=O)c1ccc([N+](=O)[O-])cc1)Nc1ccc(OC)cc1`?
Rab9 promoter act: -4%; ELG1 genotoxic: -1%; FLuc counter: -7%; Giardia kill: 1; Gal4-VP16 FLuc: -2%; FBPA coupling cs: 0; KCNH2 3.1 inh: -77*; Tb PFK inh: 0%; uPA generation: 3%; RORgamma inh: 1%; NPC1 promoter act: 0%

How did Cc1ccc(CC2CC(=O)N(c3nc4ccccc4n3C)C2=O)cc1 (stereo not given) do in these assays?
Rab9 promoter act: 2%; ELG1 genotoxic: 3%; FLuc counter: -2%; Giardia kill: -5; Gal4-VP16 FLuc: inconclusive; FBPA coupling cs: -1; Tb PFK inh: -2%; uPA generation: 3%; RORgamma inh: 13µM*; NPC1 promoter act: 1%

Results for O=C(Nc1cccc(-c2nc3ncccc3o2)c1)c1cc2ccccc2o1 ?
Rab9 promoter act: inconclusive; ELG1 genotoxic: -2%; FLuc counter: 8.5µM*; Giardia kill: -2; Gal4-VP16 FLuc: -1%; FBPA coupling cs: 0; KCNH2 3.1 inh: -6; Tb PFK inh: 6%; uPA generation: 6%; RORgamma inh: -6%; NPC1 promoter act: inconclusive

How did COc1ccc(NC(=O)CN(C)C(=O)c2sc3ccccc3c2Cl)cc1 do in these assays?
Rab9 promoter act: -4%; ELG1 genotoxic: 2%; FLuc counter: -5%; Giardia kill: -3; KCNH2 3.1 inh: 6; Tb PFK inh: 15%; uPA generation: -1%; NPC1 promoter act: -3%
